Screening data: PubChem BioAssay, several laboratories
HSF-1 act: increases HSF-1 driven luciferase reporter signal. activation, % at 9 µM. actives 1.7% (n = 300,000). NIH3T3-HGL HSF-1 luciferase reporter, MG132, 8 h; 100% = twice DMSO control signal;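 active = mean replicate activation of at least 50% with a set share of replicates each reaching 50%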;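 note: 0% = median of the neutral control wells and 100% = twice that signal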
HSF1 inh: HSF1 inhibition; NIH3T3-HGL HSE-luciferase, MG132-induced, luminescence 8 h; hits give low values; activity change, negative = inhibition, % at 7.5 µM (by protocol); actives 0.77% (n = 300,000); AID 2098;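 active = more than half of replicate wells show activity change below -50%, luminescence cut by over half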;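 note: luciferase reports HSF-1 transcriptional activity via heat shock element; 0% = median of DMSO wells and -100% = zero luminescence signal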
KLF5 inhibitor: inhibitors of KLF5 expression; DLD-1 KLF5 promoter-luciferase reporter, luminescence; inhibition, % at 5 µM; actives 0.23% (n = 290,000); AID 1700;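 active = inhibition above a per-plate limit of that plate's mean compound inhibition plus 3 SD, cut at about 60% in these data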;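 note: 0% = DMSO wells and 100% = LY294002 at 200 µM; higher means less KLF5 promoter-driven luciferase light; inactives centre near -14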
GSK3beta inhib: blocks human GSK3beta kinase activity | P49841 | GST-GSK3beta kinase, ADP-Glo luminescence, 60 min; hits give low values | activity score (negative = inhibition), % at 10 µM | actives 0.038% (n = 300,000) | AID 2097;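 active = more than half of replicate wells score below -50%, meaning over 50% inhibition versus plate controls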;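 note: 0% = median DMSO wells and -100% = median GW8510 positive control wells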
Target sequence (P49841 whole entry, looked up): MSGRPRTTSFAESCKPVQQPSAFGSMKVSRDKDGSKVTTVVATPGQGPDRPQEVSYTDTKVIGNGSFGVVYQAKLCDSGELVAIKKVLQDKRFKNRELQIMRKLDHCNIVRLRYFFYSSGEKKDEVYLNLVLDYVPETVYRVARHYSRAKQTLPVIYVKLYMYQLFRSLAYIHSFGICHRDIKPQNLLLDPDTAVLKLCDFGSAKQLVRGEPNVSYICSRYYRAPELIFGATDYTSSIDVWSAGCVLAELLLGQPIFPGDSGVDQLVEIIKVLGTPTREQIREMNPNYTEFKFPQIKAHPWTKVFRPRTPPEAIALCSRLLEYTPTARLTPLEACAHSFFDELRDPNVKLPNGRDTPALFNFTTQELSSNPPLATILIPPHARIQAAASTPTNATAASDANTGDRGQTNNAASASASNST
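Test system: GST-tagged human GSK3beta kinase, cell-free; evaluation: activity score scaled between in-plate DMSO and GW8510 controls; measured by: ADP-Glo luminescence; incubation: 60 min reaction, RT; benchmarks: DMSO and 20 µM GW8510; reagent: peptide substrate plus 25 µM ATP (final); medium: Tris/MgCl2 kinase buffer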
DYRK1A inh: Dyrk1A (rat) kinase inhibition. inhibition, % at 12.5 µM. ADP-Glo luminescence, NFATc1 peptide. Q63470. actives 0.43% (n = 310,000); in the data active = inhibition above about 50%;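 note: plate controls were vehicle with enzyme for no effect and no enzyme for full effect; many of its hits are not listed in these tables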
GSK3A inh: inhibitors of human GSK-3 alpha kinase; ADP-Glo luminescence, 60 min; inhibition, % at 10 µM; actives 0.1% (n = 320,000); AID 2650;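 in the data active = inhibition above about 50%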;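 note: GST-tagged GSK-3 alpha with peptide substrate and 25 µM ATP; 0% = DMSO neutral wells and 100% = GW8510 positive control wells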
Target sequence (P49840 whole entry, looked up): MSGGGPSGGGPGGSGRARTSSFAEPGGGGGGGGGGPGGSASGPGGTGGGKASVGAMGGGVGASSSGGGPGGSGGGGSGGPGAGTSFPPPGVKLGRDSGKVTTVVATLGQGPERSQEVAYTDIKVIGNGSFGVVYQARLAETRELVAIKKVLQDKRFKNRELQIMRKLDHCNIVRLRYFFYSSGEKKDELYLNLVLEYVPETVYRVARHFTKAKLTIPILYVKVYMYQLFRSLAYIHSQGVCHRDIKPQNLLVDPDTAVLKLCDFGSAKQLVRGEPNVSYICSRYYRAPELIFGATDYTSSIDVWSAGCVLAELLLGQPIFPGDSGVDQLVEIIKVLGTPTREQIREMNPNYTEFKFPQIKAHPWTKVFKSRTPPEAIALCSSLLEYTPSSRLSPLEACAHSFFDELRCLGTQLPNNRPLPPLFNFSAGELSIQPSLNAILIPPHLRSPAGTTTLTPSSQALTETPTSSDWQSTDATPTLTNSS
aSyn 5UTR inh: 5' untranslated region of α-synuclein, MLPCN primary screen. alpha-synuclein 5'UTR reporter, inhibitor activity. inhibition, % (tested at 7.5 µM). actives 0.82% (n = 300,000). AID 1813; in the data active = inhibition above about 60%;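 note: H4 neuroglioblastoma cells stably carrying SNCA 5'UTR luciferase fusion; 0% = DMSO wells and 100% = positive control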
Platelet DG rel: platelet dense granule release activity | AID 1663 | inhibition, %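 (compounds screened at 7.5 µM in platelet-rich plasma)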 | actives 0.22% (n = 300,000) | human platelet-rich plasma, SFLLRN dense granule ATP release, luminescence;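 active = mean replicate score, as percent of positive control, at or above 50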
HSP90 inh: inhibitors of HSP90 luciferase refolding in rabbit reticulocyte lysate. luciferase refolding luminescence, 3 h. AID 1789. inhibition, % at 5.6 µM. actives 0.91% (n = 290,000);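 active = inhibition above the screen-wide mean plus 3 SD, computed separately per campaign, cut at about 16% in these data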;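 note: 0% = DMSO wells and 100% = 60 µM geldanamycin wells; inhibitors lower the luminescence because luciferase stays unfolded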
IEC-6 tox: kills IEC-6 intestinal cells in KLF5 counter-screen; IEC-6 cytotoxicity, luminescence viability; inhibition, % at 5 µM; actives 0.78% (n = 290,000); in the data active = inhibition above about 22%;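 note: 0% = plate median of test compound wells and 100% = cytotoxic reference compound wells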
Active calls of the source: *; . = no result given.

#	canonical_smiles	HSP90 inh	HSF1 inh	DYRK1A inh	HSF-1 act	GSK3A inh	KLF5 inhibitor	GSK3beta inhib	Platelet DG rel	IEC-6 tox	aSyn 5UTR inh
1	O=C1C2(c3ccccc3)CN(CCO)CC1(c1ccccc1)CN(CCO)C2	4.0	-3.0	-7.6	-4.5	-5.7	1.2	2.3	-19.4	4.6	5.5
2	Cn1nnc2cc(NC(=O)N3CCN(c4ccccn4)CC3)ccc21	1.9	5.5	-2.8	10.4	-1.4	9.4	3.6	-1.6	-2.5	21.3
3	COc1ccc2[nH]c3c(c2c1)CCC/C3=N\N	6.3	-4.5	31.4	6.8	5.4	-5.5	0.7	2.1	-1.2	8.4
4	CC1CCN(C(=O)c2ccc(S(=O)(=O)N(C)C)cc2)C(C)C1 (centres undefined)	1.1	2.1	5.9	3.1	-3.1	-37.1	-1.1	-0.2	-1.9	31.5
5	Cc1ccc(CNS(=O)(=O)NCc2ccccc2)cc1	4.6	-9.9	-2.6	15.2	-1.3	-52.7	2.9	-3.0	-3.7	-0.8
6	COc1ccccc1NC(=O)CCn1cccc1	-1.1	-3.3	4.5	9.8	-2.1	-47.3	1.8	-1.1	-0.4	-33.3
7	COc1cccc(C(=O)NCc2ccco2)c1	-1.6	-2.3	2.0	1.7	3.0	-33.9	-2.6	15.0	4.5	-11.2
8	CC(/C=C/C1(O)C(C)CC(=O)CC1(C)C)OC1OC(CO)C(O)C(O)C1O (centres undefined)	-1.9	1.9	5.2	-0.7	0.1	-23.2	-2.4	2.9	1.5	-15.4
9	COc1ccc(S(=O)(=O)N2CCCC2CNC(=O)C(=O)Nc2ccc(F)cc2)cc1 (centres undefined)	.	2.0	13.9	5.8	-0.8	.	-3.7	3.2	.	-38.3
10	Nc1nc(CCl)nc(N(c2ccccc2)c2ccccc2)n1	-3.7	-20.6	.	-20.4	-2.8	-9.0	-0.9	11.2	89.5*	7.6
11	Cc1cc2c(=O)n(C)c(SCC(=O)Nc3ccccc3C)nc2s1	.	13.8	4.3	12.6	0.4	.	4.1	7.5	.	21.1
12	COc1cccc2c(=S)c(CCC(C)=O)c(C)[nH]c12	-1.9	6.9	9.8	9.2	2.6	-36.0	0.8	-7.5	1.9	12.6
13	CC(C)C[C@H](NC(=O)c1nc[nH]c1C(=O)NC1CCNCC1)C(=O)OCc1ccccc1	.	-3.0	-3.0	-11.3	3.4	.	0.0	2.2	.	-13.5
14	COc1ccc(Cl)cc1N1Cc2ccccc2C1	0.9	-1.7	-3.4	-2.5	3.9	-10.5	7.3	0.2	-2.6	13.7
15	COc1ccc(-c2noc(CN(Cc3nccn3C)C(C)C)n2)cc1	3.8	1.2	-5.3	17.2	0.8	15.8	-2.4	-2.8	-0.6	-2.5
16	Cc1cc(C)c(NC(=S)N(CCCN2CCOCC2)Cc2cccnc2)c(C)c1	1.0	-1.9	-10.0	11.4	-0.3	-18.3	0.5	-0.9	4.8	9.9
17	COc1ccc(S(=O)(=O)N2CC(O)CC2C(=O)OCC(=O)Nc2ccc(Cl)cn2)cc1 (centres undefined)	0.0	-1.5	10.4	5.8	3.3	-39.4	-4.2	-0.2	7.2	-3.0
18	C=CCOC(=O)C1=C[C@H](c2csc3ccccc23)C[C@H](OCCCCO)O1	.	4.6	6.7	-3.0	-1.0	.	-2.2	-6.7	.	2.0
19	CCCCN(C)c1ccc([N+](=O)[O-])cc1	1.9	3.2	-1.6	-2.5	7.3	-47.0	-1.2	-1.4	2.0	13.2
20	Cc1cc(S(=O)(=O)NC2CCCC2)ccc1-n1cnnn1	-0.8	2.0	4.4	-6.9	-0.8	-15.3	-7.0	-2.1	4.1	-2.7
21	CO/N=C/c1ccc(N2CCN(C(=O)c3ccc(C)cc3)CC2)c([N+](=O)[O-])c1	2.6	-0.4	4.4	9.3	-2.7	26.8	-1.4	-2.1	4.5	21.8
22	COc1ccc(OCC(O)CNC(C)c2ccccc2)cc1 (centres undefined)	-0.1	-3.1	-0.8	-16.3	-2.3	-11.9	-3.5	8.7	6.9	13.5
23	C/C(=N\NC(=O)c1nnn(-c2nonc2N)c1-c1ccc2c(c1)OCO2)c1ccccc1	5.4	-7.1	0.8	1.3	2.6	-23.0	1.3	-31.0	-11.6	-8.6
24	COC(=O)C1C(=O)c2c([nH]c(C(=O)OCCOC(C)C)c2C)CC1C (centres undefined)	8.3	5.6	.	13.5	28.2	-41.8	-9.9	-19.9	0.6	-59.1
25	COc1cc(O)c2c(c1)OC(c1ccc(O)cc1)CC2=O (centres undefined)	-7.9	26.3	35.0	26.8	-0.4	6.2	-4.1	-2.7	0.4	-6.8

An excerpt from above in order of length of the SMILES, high to low:
#	canonical_smiles	HSP90 inh	HSF1 inh	DYRK1A inh	HSF-1 act	GSK3A inh	KLF5 inhibitor	GSK3beta inhib	Platelet DG rel	IEC-6 tox	aSyn 5UTR inh
13	CC(C)C[C@H](NC(=O)c1nc[nH]c1C(=O)NC1CCNCC1)C(=O)OCc1ccccc1	.	-3.0	-3.0	-11.3	3.4	.	0.0	2.2	.	-13.5
24	COC(=O)C1C(=O)c2c([nH]c(C(=O)OCCOC(C)C)c2C)CC1C (centres undefined)	8.3	5.6	.	13.5	28.2	-41.8	-9.9	-19.9	0.6	-59.1
15	COc1ccc(-c2noc(CN(Cc3nccn3C)C(C)C)n2)cc1	3.8	1.2	-5.3	17.2	0.8	15.8	-2.4	-2.8	-0.6	-2.5

The list continues:
#	canonical_smiles	HSP90 inh	HSF1 inh	DYRK1A inh	HSF-1 act	GSK3A inh	KLF5 inhibitor	GSK3beta inhib	Platelet DG rel	IEC-6 tox	aSyn 5UTR inh
26	CCN(CC)c1nc(C)c2c(c1C#N)CC(C)(C)OC2	-2.8	5.1	1.2	3.0	-2.1	-25.1	2.8	-2.4	1.1	4.1
27	COC(=O)c1cc(C(=O)Cc2ccccc2)c[nH]1	0.1	4.9	.	2.4	0.0	-12.4	3.0	-3.7	5.0	-4.9
28	C/C(=N\NC(=S)NC(C)C)c1ccc2c(c1)OCCO2	-4.3	-5.5	1.4	17.5	-1.8	-13.0	0.0	-2.8	5.5	-3.1
29	CC1CC(C)CN(C(=O)CN2CCN(Cc3ccc(Cl)cc3)C2=O)C1 (centres undefined)	-0.1	1.9	0.4	28.6	-0.4	-7.9	1.2	1.9	4.1	-0.6
30	CCOC(=O)N1CCN(C(=O)COC(=O)c2oc3ccc(OC)cc3c2C)CC1	-3.1	6.6	3.5	16.3	-2.5	-54.0	-6.2	25.2	-7.7	-25.8
31	CN(C)S(=O)(=O)c1cccc(-n2sc3ccccc3c2=O)c1	3.2	.	3.2	.	-0.7	-4.9	.	.	6.4	.
32	COc1cccc(N(CC(=O)N2CCOCC2)S(C)(=O)=O)c1	2.8	-3.2	.	10.2	-0.3	-15.2	-1.8	-24.2	3.7	-14.0
33	Cc1ccc(NCC(=O)N/N=C\c2cccc(O)c2)cc1	4.3	7.8	-0.4	0.0	-1.4	-11.9	-1.2	-4.9	-2.1	-10.3
34	O=S(=O)(c1ccc(Cl)s1)N1CCN(C/C=C/c2ccccc2)CC1	2.4	9.4	2.6	16.0	-2.6	-18.6	0.2	2.9	0.0	11.0
35	COc1ccc(-c2nc(CN3CCN(c4ccccc4OC)CC3)c(C)o2)cc1	1.2	-0.6	1.6	0.6	-2.3	10.3	-0.6	-8.2	0.1	10.3
36	Cc1ccc(/C=N/NC(=O)c2n[nH]c3c2CCCC3)cc1	-1.5	-11.9	.	-7.0	-0.1	60.1	9.6	-12.8	88.0*	76.9*
37	CSc1ccc(CNC(=O)c2c(C)noc2C)s1	10.4	2.0	-0.5	16.0	-6.5	-26.9	1.5	-15.6	-0.1	-13.7
38	COC(=O)c1cc(COc2ccc3oc(C)c(C(=O)OC(C)C)c3c2)c(C)o1	-1.3	-80.2*	-1.1	-83.5	6.7	-13.6	-2.5	1.2	-3.3	35.1
39	CSCC(=O)N1CCC(Oc2cccc(C(=O)NCc3ccccn3)c2)CC1	-5.0	-3.1	-1.4	0.1	-0.7	-32.4	0.1	-4.9	-1.6	5.9
40	O=C1C2C3C=CC(C2C(=O)N1c1ccc(O)cc1)C1C2C(=O)N(c4ccc(O)cc4)C(=O)C2C31 (centres undefined)	-4.2	3.6	18.3	-3.6	0.8	-32.0	0.2	-0.9	-6.0	4.5
41	CC(C)n1cc(CN2CCCC(CNS(=O)(=O)c3cccc4cccnc34)C2)cn1 (centres undefined)	-3.6	-66.2*	-4.2	-71.2	0.2	-6.8	1.8	-8.8	-0.6	5.2
42	Oc1ccc(Nc2nc(-c3ccccc3O)nc3ccccc23)cc1	-2.9	17.9	3.2	27.3	-3.4	5.5	0.0	1.2	7.6	-34.6
43	Cc1nc2cc(NC(=O)N3c4ccccc4CC3C)ccc2n1C (centres undefined)	12.9	.	0.4	.	-1.9	-164.7	.	.	-4.0	.
44	COC(=O)N/N=C\c1ccc(OC/C=C/c2ccccc2)c(OC)c1	2.8	2.5	-3.6	16.1	-0.3	-9.0	-0.9	-3.2	1.9	13.7
45	CCN(CC(=O)NC1CCS(=O)(=O)C1)S(=O)(=O)c1ccccc1Cl (centres undefined)	-3.0	-6.6	.	1.9	-0.1	-16.1	1.3	-25.1	-2.3	2.7
46	CC1CCN(S(=O)(=O)c2cccc(C(=O)NC3CCCCC3)c2)CC1	1.3	-3.0	7.3	13.4	-1.0	1.6	-7.0	12.6	10.2	28.8
47	CCOc1cc(C=O)cc(Cl)c1OCC(N)=O	10.1	1.8	25.0	8.4	-6.9	-2.0	-0.6	2.3	2.4	-6.2
48	COc1cccc(-c2nc(-c3ccc(C(=O)O)cc3)no2)c1	.	21.9	.	13.2	0.5	.	2.2	50.1*	.	-96.0
49	CC1CCN(C(=O)CSc2nnc(-c3ccco3)o2)CC1	0.2	7.5	-2.6	9.2	-0.8	-41.9	3.0	7.1	3.1	-40.4
50	CCN(C(=O)COC(=O)c1[nH]c(=O)[nH]c(=O)c1N)c1ccccc1	1.9	1.2	-2.5	-7.7	.	-4.0	0.0	-0.4	-5.1	-25.1
51	O=C(c1ccccc1)c1ccc(OCC(O)CN2CCOCC2)cc1 (centres undefined)	2.0	-0.2	-2.9	1.8	0.5	-7.3	2.9	-4.4	4.4	4.0
52	OCCC1CN(Cc2cnc(-c3ccccc3)s2)CCN1Cc1ccccc1 (centres undefined)	2.9	0.6	4.2	5.6	-0.6	-32.9	-0.7	-1.1	5.3	-2.8

Only part of the results is shown (hit frequency here may not be typical).
